Bioassay records deposited in PubChem by several laboratories.
PG9 Ab binder – binds the HIV-1 gp120 antibody PG9. TR-FRET gp120-PG9 antibody binding. inhibition, % at 6.7 µM. 0.43% of 360,000 active; in the data active = inhibition above about 8.5%
GC-B act – GC-B (human) receptor activation; activation, % at 10 µM; P20594; 0.11% of 370,000 active; HEK293-GC-B cells, CNP EC30, cGMP TR-FRET; 0% at EC30 CNP, 100% saturating CNP;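 active = activation at 10 µM reaching about 35% in either raw or pattern-adjusted values, limit read from the data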
GC-A act – GC-A (human) enzyme activation; activation, % at 10 µM; P16066; HEK293 GC-A cells, cGMP TR-FRET, EC30 ANP; 0% at EC30 ANP, 100% saturating ANP; 0.14% of 370,000 active; AID 1671463; in the data active = activation above about 40%
rCAG RNA binder – molecules binding r(CAG) RNA repeats; r(CAG) RNA repeat, TO-PRO-1 dye displacement fluorescence; inhibition, % at 3 µM; 1.3% of 370,000 active; AID 651821;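 active = inhibition above the plate cutoff, the mean of all test compounds on that plate plus 3 SD, cut at about 35% in these data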;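 note: 0% = DMSO alone and 100% = 100 µM mitoxantrone as full dye displacement; higher means more dye released from RNA so lower well fluorescence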
ARFGAP1 inh – inhibits rat ARF GTPase activating protein 1; Arfgap1-stimulated ARF1 GTP hydrolysis, GDP FP detection; Q62848; 0.26% of 360,000 active; inhibition, % at 16.5 µM;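 active = inhibition above a per-plate limit, mean inhibition of low control wells plus 3 SD, cut at about 25% in these data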;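 note: 0% = DMSO wells with enzyme and 100% = wells lacking Arfgap1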
Target sequence (Q62848 1-136 limits assumed): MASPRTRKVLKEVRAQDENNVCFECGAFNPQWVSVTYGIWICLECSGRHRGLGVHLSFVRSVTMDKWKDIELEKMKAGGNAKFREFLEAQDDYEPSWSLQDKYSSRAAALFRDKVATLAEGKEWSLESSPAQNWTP
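Repeats: one replicate per compound; assay system: rat Arfgap1 catalytic domain, aa 1-136; times: enzyme reaction 120 min at 25 °C after 20 min preincubation; detection: FP of antibody-bound GDP Alexa 633 tracer, ex 620/em 688 nm; benchmarks: high control wells lacking Arfgap1, low control full reaction with DMSO; reagent: human ARF1(Δ1-17)-GTP substrate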
SMARCA2 act – increases SMARCA2 function in MMTV reporter cells; 1% of 370,000 active; MG213 cells, MMTV-luciferase reporter, dexamethasone, overnight; activation, % at 9.1 µM; in the data active = activation above about 7.8%;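 note: 0% = vehicle wells and 100% = reference activator wells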
ABHD4 inh – inhibits mouse alpha/beta hydrolase domain 4. 0.54% of 370,000 active. purified mABHD4, FP-Rh probe fluorescence polarization. inhibition, % at 8.92 µM. Q8VD66. AID 720543;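 active = inhibition exceeding the mean over every tested compound plus 3 SD, cut at about 30% in these data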;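 note: 0% = plate median of compound wells and 100% = S159A mutant with DMSO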
Target sequence (Q8VD66 whole entry, looked up, the tested form may be a part): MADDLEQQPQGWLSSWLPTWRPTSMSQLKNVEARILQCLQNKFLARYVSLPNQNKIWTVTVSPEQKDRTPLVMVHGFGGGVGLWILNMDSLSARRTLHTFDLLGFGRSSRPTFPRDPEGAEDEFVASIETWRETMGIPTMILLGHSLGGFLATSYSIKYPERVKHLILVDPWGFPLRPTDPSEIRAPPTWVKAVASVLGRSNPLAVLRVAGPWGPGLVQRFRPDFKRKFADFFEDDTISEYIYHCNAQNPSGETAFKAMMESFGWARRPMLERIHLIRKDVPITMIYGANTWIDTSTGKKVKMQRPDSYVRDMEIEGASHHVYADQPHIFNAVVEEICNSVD
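Doses – 8.92 µM, single dose · Material – wild-type mouse ABHD4 protein · Replication – single well per compound (singlicate) · Measure – percent inhibition of probe binding, normalized to plate controls · Schedule – 45 min compound pre-incubation plus 60 min probe step, 25 °C · Detection – fluorescence polarization with parallel and perpendicular emission, 525/598 nm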
ASAP1 GAP inh – blocks human ASAP1-stimulated Arf1 GTP hydrolysis; 0.19% of 360,000 active; GDP FP detection; inhibition, % at 16.5 µM; Q9ULH1; in the data active = inhibition above about 25%;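 note: 0% = vehicle with enzyme and substrate and 100% = no enzyme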
Target sequence (Q9ULH1 325-724 limits assumed): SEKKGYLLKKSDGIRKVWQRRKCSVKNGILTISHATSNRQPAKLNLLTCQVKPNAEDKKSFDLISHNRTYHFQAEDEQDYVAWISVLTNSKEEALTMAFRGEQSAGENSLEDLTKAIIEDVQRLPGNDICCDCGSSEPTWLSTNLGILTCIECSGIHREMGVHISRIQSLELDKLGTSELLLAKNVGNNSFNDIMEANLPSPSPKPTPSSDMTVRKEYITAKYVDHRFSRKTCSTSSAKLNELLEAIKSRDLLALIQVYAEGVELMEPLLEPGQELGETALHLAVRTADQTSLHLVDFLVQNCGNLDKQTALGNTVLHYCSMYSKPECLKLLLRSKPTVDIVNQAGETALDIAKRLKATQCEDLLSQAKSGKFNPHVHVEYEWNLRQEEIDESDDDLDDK
HTRA1 inhibitor – HTRA1 (human) protease inhibition. Q92743. recombinant HTRA1, FP-rhodamine activity-based probe, fluorescence polarization. inhibition, % at 5.96 µM. 0.5% of 340,000 active. AID 504803; in the data active = inhibition above about 36%;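 note: 0% = enzyme with DMSO and 100% = wells lacking enzyme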
Rev-erbA mod – Rev-erb alpha (human) modulation; 0.79% of 370,000 active; P20393; AID 1259318; activity, % at 10 µM; Rev-erbα–FITC-DNA binding, fluorescence polarization, 90 min;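 active = activity above about 14%, limit read from the data; passing the limit was not always enough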;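 note: 0% = DMSO wells with 35 nM protein and 100% = DMSO wells with 750 nM protein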
An asterisk follows results filed as active.

Results for CC(C(=O)Nc1ccc(F)c(F)c1F)N(C)CC(=O)Nc1ccccc1Br (configuration not stated) ?
PG9 Ab binder: -0.9; GC-B act: 1; GC-A act: -1; rCAG RNA binder: 1; ARFGAP1 inh: -9; SMARCA2 act: -2; ABHD4 inh: -10; ASAP1 GAP inh: 6; HTRA1 inhibitor: -20; Rev-erbA mod: 6

Results for Cc1ccc(/C=N/NC(=O)c2cc3ccccc3cc2O)o1 ?
PG9 Ab binder: -2.5; GC-B act: -9; GC-A act: 3; rCAG RNA binder: 30; ARFGAP1 inh: -1; SMARCA2 act: -1; ABHD4 inh: 23; ASAP1 GAP inh: 10; HTRA1 inhibitor: 50*; Rev-erbA mod: 2

Results for CN1CCN(c2ccc(NC(=O)c3ccc(C(F)(F)F)cc3)cn2)CC1 ?
PG9 Ab binder: 0.0; GC-B act: 3; GC-A act: 5; rCAG RNA binder: -7; ARFGAP1 inh: -2; SMARCA2 act: -5; ABHD4 inh: 4; ASAP1 GAP inh: -2; HTRA1 inhibitor: 0; Rev-erbA mod: 1

How did CC1(O)CC2CC1C(C(=O)O)C2C(=O)O (configuration not stated) do in these assays?
PG9 Ab binder: -0.1; GC-B act: 5; GC-A act: 2; rCAG RNA binder: 0; ARFGAP1 inh: 0; SMARCA2 act: -2; ABHD4 inh: 6; ASAP1 GAP inh: -5; HTRA1 inhibitor: 4; Rev-erbA mod: -3

Results for CCN(C(=O)CSc1ccc2ccccc2n1)C1CCCCC1 ?
PG9 Ab binder: 0.0; GC-B act: 2; GC-A act: -4; rCAG RNA binder: 2; ARFGAP1 inh: -2; SMARCA2 act: -1; ABHD4 inh: -1; ASAP1 GAP inh: -10; HTRA1 inhibitor: -24; Rev-erbA mod: 5

How did CC(C)(C)NC(=O)C(c1ccncc1)N(C(=O)CNC(=O)c1ccco1)c1ccc2c(c1)OCO2 (configuration not stated) do in these assays?
PG9 Ab binder: 0.3; GC-B act: 3; GC-A act: 1; rCAG RNA binder: 1; ARFGAP1 inh: -10; SMARCA2 act: 0; ABHD4 inh: -3; ASAP1 GAP inh: -17; HTRA1 inhibitor: 0; Rev-erbA mod: 2

How did CC(=O)Nc1ccc(S(=O)(=O)Nc2ccc3c(c2)OCO3)cc1 do in these assays?
PG9 Ab binder: -1.0; GC-B act: 3; GC-A act: 0; rCAG RNA binder: 3; ARFGAP1 inh: 2; SMARCA2 act: -3; ABHD4 inh: 0; ASAP1 GAP inh: 12; HTRA1 inhibitor: -1; Rev-erbA mod: 3

What do the screens show for `COc1cc(NS(=O)(=O)c2ccc(C)c(C)c2)c(OC)cc1Cl`?
PG9 Ab binder: -1.0; GC-B act: -7; GC-A act: -9; rCAG RNA binder: 3; ARFGAP1 inh: 2; SMARCA2 act: -1; ABHD4 inh: -3; ASAP1 GAP inh: 1; HTRA1 inhibitor: -5; Rev-erbA mod: 7

What do the screens show for `COc1cc(C(=O)Nc2scc(-c3ccccc3)c2C(=O)O)cc(OC)c1OC`?
PG9 Ab binder: -0.6; GC-B act: -3; GC-A act: 1; rCAG RNA binder: 49*; ARFGAP1 inh: -3; SMARCA2 act: -4; ABHD4 inh: -10; ASAP1 GAP inh: -3; HTRA1 inhibitor: -1; Rev-erbA mod: 0

What do the screens show for `COc1ccc(C(C)=O)cc1OCc1ccccc1`?
PG9 Ab binder: -3.2; GC-B act: 3; GC-A act: -3; rCAG RNA binder: 2; ARFGAP1 inh: -5; SMARCA2 act: 1; ABHD4 inh: -4; ASAP1 GAP inh: 3; HTRA1 inhibitor: -1; Rev-erbA mod: -3

Results for CC1(C)CC(=O)C2=C(C1)Nc1ccccc1NC2c1ccccn1 (configuration not stated) ?
PG9 Ab binder: -1.7; GC-B act: -4; GC-A act: 4; rCAG RNA binder: -1; ARFGAP1 inh: 17; SMARCA2 act: 1; ABHD4 inh: 9; ASAP1 GAP inh: -2; HTRA1 inhibitor: 8; Rev-erbA mod: -3

Results for O=C(NC(=S)Nc1ccccc1)c1cncc(C#Cc2ccccc2)c1 ?
PG9 Ab binder: 1.6; GC-B act: -1; GC-A act: -1; rCAG RNA binder: 1; ARFGAP1 inh: 10; SMARCA2 act: -2; ABHD4 inh: 1; ASAP1 GAP inh: 3; HTRA1 inhibitor: -5; Rev-erbA mod: 3

What do the screens show for `O=C(NCc1ccc(Cl)cc1Cl)C(=O)N1CCCCC1`?
PG9 Ab binder: 0.1; GC-B act: 2; GC-A act: 0; rCAG RNA binder: -5; ARFGAP1 inh: -1; SMARCA2 act: -5; ABHD4 inh: 4; ASAP1 GAP inh: -3; HTRA1 inhibitor: 4; Rev-erbA mod: -5

What do the screens show for `COc1ccc(NC(=O)COC(=O)CCCc2c[nH]c3ccccc23)cc1OC`?
GC-B act: -5; GC-A act: 2; HTRA1 inhibitor: 3; Rev-erbA mod: 3

How did O=C(Nc1ccccc1)N1CCN(c2ncccn2)CC1 do in these assays?
PG9 Ab binder: -1.7; GC-B act: 2; GC-A act: 0; rCAG RNA binder: -2; ARFGAP1 inh: 2; SMARCA2 act: -1; ABHD4 inh: -5; ASAP1 GAP inh: -19; HTRA1 inhibitor: 8; Rev-erbA mod: 2

Reprinted from the part before: 2 compounds, followed by the next part.
What do the screens show for `COc1ccc(NC(=O)COC(=O)CCCc2c[nH]c3ccccc23)cc1OC`?
GC-B act: -5; GC-A act: 2; HTRA1 inhibitor: 3; Rev-erbA mod: 3

How did O=C(Nc1ccccc1)N1CCN(c2ncccn2)CC1 do in these assays?
PG9 Ab binder: -1.7; GC-B act: 2; GC-A act: 0; rCAG RNA binder: -2; ARFGAP1 inh: 2; SMARCA2 act: -1; ABHD4 inh: -5; ASAP1 GAP inh: -19; HTRA1 inhibitor: 8; Rev-erbA mod: 2

What do the screens show for `Cc1ccc(S(=O)(=O)N(C)CCCC(=O)NC(C)(C)CO)cc1`?
PG9 Ab binder: 0.0; GC-B act: 2; GC-A act: -1; rCAG RNA binder: -4; ARFGAP1 inh: -1; SMARCA2 act: -3; ABHD4 inh: -3; ASAP1 GAP inh: -6; HTRA1 inhibitor: 1; Rev-erbA mod: -3

How did Cc1cc(F)ccc1NCc1cccnc1 do in these assays?
PG9 Ab binder: 1.4; GC-B act: 4; GC-A act: 1; rCAG RNA binder: -4; ARFGAP1 inh: -1; SMARCA2 act: -1; ABHD4 inh: 2; ASAP1 GAP inh: 9; HTRA1 inhibitor: 5; Rev-erbA mod: 5

What do the screens show for `O=[N+]([O-])c1ccc(NC(=S)NCCc2ccccc2)cc1`?
PG9 Ab binder: 0.9; GC-B act: 7; GC-A act: 4; rCAG RNA binder: 8; ARFGAP1 inh: -3; SMARCA2 act: -1; ABHD4 inh: -27; ASAP1 GAP inh: 18; HTRA1 inhibitor: -28; Rev-erbA mod: -1

What do the screens show for `Cc1ccc(/C=C/C(=O)NC(=S)N2CCN(c3ccc(F)cc3)CC2)cc1`?
PG9 Ab binder: -2.1; GC-B act: 1; GC-A act: 4; rCAG RNA binder: -1; ARFGAP1 inh: 2; SMARCA2 act: 0; ABHD4 inh: -4; ASAP1 GAP inh: 1; HTRA1 inhibitor: -4; Rev-erbA mod: -5

What do the screens show for `O=C(NC1CCCN(Cc2ccc(Cl)cc2)C1)c1cccc(F)c1` (configuration not stated)?
PG9 Ab binder: 0.7; GC-B act: 0; GC-A act: -2; rCAG RNA binder: -7; ARFGAP1 inh: 1; SMARCA2 act: -2; ABHD4 inh: -1; ASAP1 GAP inh: -1; HTRA1 inhibitor: -4; Rev-erbA mod: 0

Results for O=C(Cn1nc(Cl)nc1Cl)c1ccc2c(c1)OCCO2 ?
PG9 Ab binder: -0.4; rCAG RNA binder: -1; ARFGAP1 inh: -8; SMARCA2 act: -2; ABHD4 inh: 1; ASAP1 GAP inh: 3; HTRA1 inhibitor: -5

Results for COCOCCn1cc(CN2CCS(=O)(=O)N(Cc3ccc(-c4ccc(OC)c(OC)c4)cc3)C(CC(C)C)C2=O)nn1 (configuration not stated) ?
PG9 Ab binder: -0.4; GC-B act: 0; GC-A act: -10; rCAG RNA binder: 5; ARFGAP1 inh: 6; SMARCA2 act: 2; ABHD4 inh: -7; ASAP1 GAP inh: -14; HTRA1 inhibitor: -7; Rev-erbA mod: -10

Results for O=C(CC(C(=O)O)c1cccc(Cl)c1Cl)c1ccccc1 (configuration not stated) ?
PG9 Ab binder: 2.0; GC-B act: 7; GC-A act: 0; rCAG RNA binder: 10; ARFGAP1 inh: -6; SMARCA2 act: 2; ABHD4 inh: 7; ASAP1 GAP inh: 1; HTRA1 inhibitor: 0; Rev-erbA mod: 0

What do the screens show for `COc1ccc(C2CC(c3ccc(Br)cc3)=NN2C(=O)CN2CCCC2)cc1` (configuration not stated)?
PG9 Ab binder: -1.1; GC-B act: 4; GC-A act: -4; rCAG RNA binder: -5; ARFGAP1 inh: -8; SMARCA2 act: 2; ABHD4 inh: -3; ASAP1 GAP inh: -12; HTRA1 inhibitor: -25; Rev-erbA mod: 0

Ordered by length of the SMILES (highest first): part of the list above.
What do the screens show for `O=C(NC1CCCN(Cc2ccc(Cl)cc2)C1)c1cccc(F)c1` (configuration not stated)?
PG9 Ab binder: 0.7; GC-B act: 0; GC-A act: -2; rCAG RNA binder: -7; ARFGAP1 inh: 1; SMARCA2 act: -2; ABHD4 inh: -1; ASAP1 GAP inh: -1; HTRA1 inhibitor: -4; Rev-erbA mod: 0

What do the screens show for `O=[N+]([O-])c1ccc(NC(=S)NCCc2ccccc2)cc1`?
PG9 Ab binder: 0.9; GC-B act: 7; GC-A act: 4; rCAG RNA binder: 8; ARFGAP1 inh: -3; SMARCA2 act: -1; ABHD4 inh: -27; ASAP1 GAP inh: 18; HTRA1 inhibitor: -28; Rev-erbA mod: -1

Results for O=C(CC(C(=O)O)c1cccc(Cl)c1Cl)c1ccccc1 (configuration not stated) ?
PG9 Ab binder: 2.0; GC-B act: 7; GC-A act: 0; rCAG RNA binder: 10; ARFGAP1 inh: -6; SMARCA2 act: 2; ABHD4 inh: 7; ASAP1 GAP inh: 1; HTRA1 inhibitor: 0; Rev-erbA mod: 0

Results for O=C(Cn1nc(Cl)nc1Cl)c1ccc2c(c1)OCCO2 ?
PG9 Ab binder: -0.4; rCAG RNA binder: -1; ARFGAP1 inh: -8; SMARCA2 act: -2; ABHD4 inh: 1; ASAP1 GAP inh: 3; HTRA1 inhibitor: -5
